# VEEV TC-83 Vero – inhibitors of VEEV TC-83 cytopathic effect, confirmation, Vero cells (AID 588727). Vero cells, VEEV TC-83 cytopathic effect inhibition; higher % means a stronger effect. inhibition, % at 20 µM; hits with a dose series show IC50 in µM. 350,000 compounds, 0.13% hits; in the data active = a potency from the dose series; inconclusive = inhibition mostly from about 14% at the one dose, without a potency; inactive = the rest, 99 in 100 with inhibition below about 12%; note: strong numbers were not always called active
# tuberculosis growth – growth inhibition of non-replicating M. tuberculosis (AID 488890); Mycobacterium tuberculosis non-replicating, growth inhibition; higher % means a stronger effect; 320,000 compounds, 0.39% hits; inhibition, % at 25 µM; hits with a dose series show IC50 in µM; in the data active = a potency from the dose series; inconclusive = inhibition mostly from about 82% at the one dose, without a potency; inactive = the rest, 99 in 100 with inhibition below about 76%;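 note: plate controls were DMSO cells for no effect and high antibiotic wells for full effect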
# H37Rv inhibition – M. tuberculosis growth inhibition, HTS (AID 449762) | 330,000 compounds, 0.59% hits | inhibition, % at 25 µM; hits with a dose series show IC50 in µM | M. tuberculosis H37Rv growth inhibition, 7H9 media; higher % means a stronger effect; in the data active = a potency from the dose series; inconclusive = inhibition above about 70% without an active follow-up result;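 note: bacterial growth assessed after seven days of incubation; strong numbers were not always called active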
# PhoP GFP inhibition – PhoP regulon inhibitors, Salmonella typhi PhoP promoter GFP reporter, confirmatory (AID 1850). Salmonella Typhi PhoP-promoter GFP reporter, fluorescence, 4 h; higher % means a stronger effect. inhibition, % at 50 µM, or IC50 in µM where a hit was titrated. 310,000 compounds, 0.33% hits; in the data active = a potency from the dose series; inconclusive = inhibition mostly from about 25% at the one dose, without a potency; inactive = the rest, 99 in 100 with inhibition below about 19%;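 note: 0% = induced wells with vehicle and 100% = uninduced wells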
# influenza NS1A – H1N1 influenza NS1A inhibitors, functional cell based assay (AID 504329); NS1A functional cell-based assay, percent inhibition; higher % means a stronger effect; one-dose inhibition, % at 12.5 µM; IC50 in µM for titrated hits; 340,000 compounds, 0.3% hits; in the data active = a potency from the dose series; inconclusive = inhibition above about 27% without an active follow-up result; note: strong numbers were not always called active
# * marks the source's active call; other numbers are inactive results; i = inactive; ? = inconclusive; / = not tested or not shown; & = joins results of further samples. An unsorted share of the library. Share with any hit: about 1.5%.
# Below each SMILES – influenza NS1A	VEEV TC-83 Vero	tuberculosis growth	H37Rv inhibition	PhoP GFP inhibition
[1] COc1ccc([C@H]2CC(=O)C=C(c3cccc(C(C)C)c3)C2)cc1
  1%	2.0%	30%	40%	/
[2] NC1=NC[C@H](Cc2ccccc2)N1CC1CCCCC1
  -1%	0.3%	17%	-8%	3%
[3] O=C(NCc1ccccn1)C(=O)Nc1nc(-c2ccccc2)cs1
  -1%	0.6%	27%	56%	1%
[4] O=C(Cc1cccc2ccccc12)Nc1ccccc1
  0%	0.5%	23%	10%	-10%
[5] Cc1cc2c(cc1C)N(Cc1ccccc1)C1=NCCCN12
  -6%	1.1%	?	-6%	13%
[6] CCCCc1ccc(NC(=O)CSc2nc(=O)n(CCN(C)C)c3c2CCC3)cc1
  -6%	?	29%	4%	12%
[7] COc1ccc(Cc2nnc(NS(=O)(=O)c3ccc(NC(C)=O)cc3)s2)cc1
  -13%	0.5%	-1%	-4%	3%
[8] O=C(CCCOc1ccccc1)N1CCN(S(=O)(=O)c2ccccc2)CC1
  -8%	1.4%	-19%	-4%	/
[9] O=C1NC(=O)/C(=C/c2cccc3ccccc23)S1
  -4%	1.4%	68%	3%	-5%
[10] N#CCCN(C(=O)COC(=O)CCc1c[nH]c2ccccc12)c1ccccc1
  10%	0.9%	70%	?	-7%
[11] Cc1cnc(NC(=O)Nc2ccc(Cl)cc2)s1
  4%	4.7%	18%	10%	7%
[12] CC1=C(C)C(C)=C(C#N)C(=C(C#N)C#N)N1
  /	i	-1%	-1%	-5%
[13] COc1cc(/C=N/NC(=O)C(=O)/C=C2\NC(C)(C)Cc3ccccc32)ccc1O
  23%	?	4%	2%	0%
[14] CCCCNC(=O)CSc1nc2ccccc2c(=O)n1C1CCCC1
  -3%	0.2%	14%	-2%	2%
[15] Cc1onc(C(=O)NCCc2ccccc2)c1[N+](=O)[O-]
  -10%	0.5%	28%	14%	-10%
[16] COc1ccc(C)cc1N(CC(=O)NCCSCc1ccco1)S(=O)(=O)c1ccc(C)cc1
  13%	6.1%	6%	3%	-11%
[17] CCn1cnc2c1c(=O)[nH]c(=O)n2Cc1ccccc1
  -16%	0.8%	-7%	10%	5%
[18] O=C(OCC(=O)N1CCOCC1)c1ccccc1SCC(=O)N1CCCC1
  -12%	0.2%	2%	6%	3%
[19] O=C(C1=C[C@H](c2ccc(C(F)(F)F)cc2)C[C@H](OCc2ccc(CO)cc2)O1)N1CCOCC1
  10%	1.2%	43%	-3%	-5%
[20] O=c1c(Cc2ccc(F)cc2)c(O)ccn1Cc1ccco1
  -1%	0.3%	12%	-1%	11%
[21] Cc1ccc(C(C)C)c(OCc2ccc(C(=O)N/N=C/c3ccc(O)cc3O)cc2)c1
  -12%	4.0%	19%	4%	-8%
[22] CN1CCN(CCCNC(=O)c2ccc3c(Cl)c4c(nc3c2)CCCC4)CC1
  7%	1.5%	-6%	3%	3%
[23] COc1ccc(CNc2ncnc3cc(OC)c(OC)cc23)cc1OC
  0%	0.8%	0%	0%	8%
[24] O=C(Cn1cnc2ccccc2c1=O)N1CCN(c2ccccc2)CC1
  5%	1.2%	3%	4%	-4%
[25] COC(=O)c1ccc(NC(=O)Nc2ccc(F)cc2F)cc1
  -2%	1.5%	22%	6%	-4%
[26] COc1c(Br)cc(/C=N/n2c(-c3ccccc3)n[nH]c2=S)c(O)c1Br
  1%	1.8%	52%	5%	7%
[27] CSCCC(NC(=O)COc1cccc2ccccc12)C(=O)O (configuration not stated)
  5%	0.7%	3%	-3%	-5%
[28] COc1ccccc1/C=C/C(=O)OCC(=O)c1c[nH]c2ccccc12
  -1%	7.1%	-7%	-6%	/
[29] COc1cccc(CNC(=O)CCCc2cn(C)c3ccccc23)c1
  -13%	0.6%	23%	6%	-4%
[30] CC(C)C(=O)N[C@H]1CCC2C3CC=C4C[C@@H](O)CC[C@]4(C)C3CC[C@@]21C (some centres not stated)
  -1%	0.1%	15%	5%	/
[31] Nc1nc2ccccc2n1C(=O)c1ccco1
  -3%	1.6%	/	/	/
[32] Cc1cc(=O)n2nc(N3CCC(C(=O)NCc4cccnc4)CC3)sc2n1
  5%	3.8%	-4%	1%	-6%
[33] COc1ccccc1N1CCN(C(=O)C2CCN(C(=O)c3ccc(C(C)(C)C)cc3)CC2)CC1
  -5%	9.0%	16%	-6%	-3%
[34] CN(CC(=O)NCC1CCCCC1)S(=O)(=O)c1ccc(F)cc1
  -2%	i	-16%	3%	3%
[35] CCOC(=O)c1c(NC(=O)CCc2ccc(CC)o2)sc(C)c1C
  2%	2.5%	38%	-22%	15%
[36] O=C1CSC(c2ccc(F)cc2)N1c1ccccc1F (configuration not stated)
  -2%	0.8%	24%	-3%	4%
[37] O=C(O)CN(C1CCCCC1)S(=O)(=O)c1ccc(F)cc1
  9%	i	-7%	-5%	-4%
[38] Cc1ccc(OCCC(=O)Nc2ccccc2C(=O)NC2CC2)cc1
  -7%	4.5%	6%	9%	-4%
[39] CCC1c2ccc(C)n2CCN1C(=O)Nc1ccccc1C(=O)OC (configuration not stated)
  3%	4.4%	25%	-5%	-1%
[40] O=S1(=O)CCO[C@H]2Cc3ccccc3[C@H]2N1Cc1cccc(F)c1
  -7%	1.9%	3%	3%	2%
[41] COC(=O)c1cc2ccc(OC)cc2c2cc(OC)c(OC)cc12
  17%	?	7%	6%	/
[42] COc1ccc(-c2nnc(SCC(=O)OC3CCCCC3)o2)cc1OC
  -6%	3.0%	?	?	3%
[43] Cc1nc(N)nc(N)c1-c1ccc(Cl)c(Cl)c1
  9%	4.0%	/	/	/
[44] Cc1ccc(S(=O)(=O)N2CCN(C(=O)COC(=O)C3(C)CC3(Cl)Cl)CC2)c(C)c1 (configuration not stated)
  -3%	0.2%	17%	-14%	/
[45] CC(=O)Nc1cccc(NC(=O)CSc2nccn2Cc2ccc(F)cc2)c1
  -13%	4.3%	2%	-1%	-1%
[46] O=C(c1ccc2oc(CCCc3ccccc3)nc2c1)N1CCCCC1CO (configuration not stated)
  -7%	1.5%	-6%	8%	-6%
[47] O=C(Cn1nnc(-c2ccccc2)n1)NCc1ccc2c(c1)OCO2
  6%	0.9%	2%	5%	-7%
[48] CC(C)(C)c1csc(NC(=O)CSC2=NCCS2)n1
  5%	2.0%	?	-2%	-23%
[49] N/C(=N\OC(=O)COc1ccc2ccccc2c1Br)c1cccnc1
  /	/	75%	14%	2%
[50] Cc1nc(Cl)c2oc3ccccc3c2n1
  -10%	1.7%	4%	2%	4%

# Arranged by number of heavy atoms (lowest first): part of the list above.
# Below each SMILES – influenza NS1A	VEEV TC-83 Vero	tuberculosis growth	H37Rv inhibition	PhoP GFP inhibition
[15] Cc1onc(C(=O)NCCc2ccccc2)c1[N+](=O)[O-]
  -10%	0.5%	28%	14%	-10%
[49] N/C(=N\OC(=O)COc1ccc2ccccc2c1Br)c1cccnc1
  /	/	75%	14%	2%
[18] O=C(OCC(=O)N1CCOCC1)c1ccccc1SCC(=O)N1CCCC1
  -12%	0.2%	2%	6%	3%

# Pulled one by one from above, 6 records:
# Below each SMILES – influenza NS1A	VEEV TC-83 Vero	tuberculosis growth	H37Rv inhibition	PhoP GFP inhibition
[44] Cc1ccc(S(=O)(=O)N2CCN(C(=O)COC(=O)C3(C)CC3(Cl)Cl)CC2)c(C)c1 (configuration not stated)
  -3%	0.2%	17%	-14%	/
[41] COC(=O)c1cc2ccc(OC)cc2c2cc(OC)c(OC)cc12
  17%	?	7%	6%	/
[43] Cc1nc(N)nc(N)c1-c1ccc(Cl)c(Cl)c1
  9%	4.0%	/	/	/
[50] Cc1nc(Cl)c2oc3ccccc3c2n1
  -10%	1.7%	4%	2%	4%
[47] O=C(Cn1nnc(-c2ccccc2)n1)NCc1ccc2c(c1)OCO2
  6%	0.9%	2%	5%	-7%
[48] CC(C)(C)c1csc(NC(=O)CSC2=NCCS2)n1
  5%	2.0%	?	-2%	-23%

# More results follow:
# Below each SMILES – influenza NS1A	VEEV TC-83 Vero	tuberculosis growth	H37Rv inhibition	PhoP GFP inhibition
[51] Cc1ccccc1-n1c(C)nnc1SCC(=O)NCC1CCCO1 (configuration not stated)
  -5%	0.3%	1%	-4%	-6%
[52] Cc1nn2c(N3CCCC3)cc(C(C)C)nc2c1-c1ccccc1
  -8%	4.5%	1%	2%	-3%
[53] C=CCC(CC=C)(NC(=O)c1ccccc1C)c1ccccc1
  -3%	0.1%	-15%	-3%	-8%
[54] CCOC(=O)N1CCC(N2Cc3cccc(C(=O)NCc4ccc(C)cc4)c3C2=O)CC1
  1%	2.4%	0%	-3%	-5%
[55] Clc1ccc(Cc2nnc(-c3ccccc3Br)o2)cc1
  27%	0.5%	/	-5%	/
[56] CNC(=O)NC(=O)C(C)OC(=O)c1ccc(Cl)c(S(=O)(=O)Nc2ccc(F)cc2)c1 (configuration not stated)
  -11%	0.1%	-12%	-9%	4%
[57] Cc1cc(-n2c(SCC(=O)Nc3ccc(F)c(F)c3)nc3n[nH]c(C)c3c2=N)ccc1Cl
  9%	2.4%	6%	9%	1%
[58] O=C(C(=O)N1CCCCC1)c1c(-c2ccccc2)[nH]c2ccccc12
  -1%	0.1%	2%	0%	-13%
[59] CCCOc1ccc(N2C(=O)CC(N(Cc3ccco3)C(=O)CCC(=O)O)C2=O)cc1 (configuration not stated)
  -9%	0.8%	1%	-1%	0%
[60] O=C(CN1CCOCC1)N1CCCc2c1c(=O)oc1ccc(OCc3ccccc3)cc21
  2%	7.8%	39%	2%	0%
[61] NCCCCCc1cn([C@@H](CCC(=O)O)C(=O)NCCCCCCCCCCC(=O)N2CCNCC2)nn1
  -2%	0.7%	-18%	0%	0%
[62] O=C(CN1C(=O)/C(=C/c2c(F)cccc2Cl)Oc2ccccc21)NCc1ccco1
  /	/	29%	0%	3%
[63] CCOC(=O)C1=C(COC(=O)c2c(OC)cccc2OC)NC(=O)NC1C (configuration not stated)
  -1%	12%	13%	-2%	-12%
[64] Cc1cccc(C)c1NC(=O)COC(=O)CCc1c[nH]c2ccccc12
  -8%	i	i	?	/
[65] CCOc1ccc(-c2c(C(=O)N/N=C/c3cccc(Br)c3)nnn2-c2nonc2N)cc1
  1%	2.0%	12%	14%	5%
[66] CCC(=O)NC1CCN(C(=S)NC)CC1
  3%	1.5%	-11%	2%	14%
[67] CC1=CSC2=NC(=O)/C(=C\c3cccn3-c3ccccc3)C(=N)N12
  -5%	1.8%	-10%	6%	-8%
[68] CCN(CC(=O)NCc1cccs1)C(=O)c1cc(S(=O)(=O)NCc2ccccc2)ccc1C
  -11%	1.9%	12%	4%	-3%
[69] CCOC(=O)c1cnc(-n2nc(C)cc2C)nc1NCc1ccc2c(c1)OCO2
  -13%	3.7%	75%	?	8%
[70] N#CC1=C(S)N(c2ccc(F)cc2)C2(CCCCC2)NC1=O
  -1%	2.8%	8%	-3%	5%
[71] O=C1CC(NS(=O)(=O)c2ccccc2F)CN1c1ccc2c(c1)OCCO2 (configuration not stated)
  -5%	5.5%	3%	-12%	8%
[72] Cc1cc(C)nc(SCc2nnc(SCC(=O)O)n2-c2ccccc2)n1
  -5%	i	-3%	1%	-7%
[73] Cc1c(CCOC(=O)C2C3CC4CC(C3)CC2C4)sc[n+]1CC(=O)c1ccc(Br)cc1 (configuration not stated)
  11%&-7%	1.4%&4.9%	36%	11%	35µM*
[74] Cc1cccc(-n2c(O)c(C=Nc3cc(O)ccc3C)c3ccccc3c2=O)n1
  4%	0.3%	14%	6%	8%
[75] O=C(COc1ncnc2sccc12)NC1CCS(=O)(=O)C1 (configuration not stated)
  14%	0.1%	9%	-9%	-10%
[76] [O-]/C(=C(\C(=S)Nc1ccccc1F)[n+]1ccccc1)c1ccc(OC(F)F)cc1
  -3%	1.0%	16%	-5%	-2%
[77] CCN(CC)CCNC(=O)C(=O)NCC1OCCN1C(=O)c1ccc2c(c1)OCO2 (configuration not stated)
  /	/	-11%	-8%	-7%
[78] COc1ccc(COC(=O)CCc2c[nH]c3ccccc23)cc1F
  -4%	0.2%	?	?	0%
[79] CC1=C(C(N)=O)C(c2ccc(Br)cc2)n2ncnc2N1 (configuration not stated)
  1%	i	-14%	1%	-2%
[80] CNc1c(NC(=O)C2CCC(C)CC2)c(=O)oc2ccccc12 (configuration not stated)
  6%	0.8%	-6%	4%	-6%
[81] COc1ccc(CNC(=O)c2noc3c2CCCCC3)cc1
  -8%	i	-12%	7%	3%

# Compound activity (PubChem)
